NIH3T3 tox = cytotoxic compounds in NIH 3T3 cells. NIH 3T3 viability, CellTiter-Glo ATP luminescence, 48-72 h. Potency, µM (series often up to 96.7 µM), inactives show at the highest dose activity change, negative = cytotoxicity, most hits filed as inhibitors. 94,000 compounds, 4.3% hits; note: potency is the fitted concentration of half-maximal effect; nearly all actives have a fitted effect of over 55% in size
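Mouse fibroblast NIH 3T3 cells, 400 per well, received compound via pintool and were incubated for 48 or 72 hr prior to CellTiter-Glo ATP luminescence measurement.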
IP6K1 inh = IP6K1 kinase inhibition; Q92551; IP6K1 kinase, ADP-Glo luminescence, 2 h; active compounds read low; activity change, % (series mostly up to about 58 µM); 140,000 compounds, 0.81% hits; AID 1645851; in the data active = activity change below about -25%
Target sequence (Q92551 whole entry, looked up): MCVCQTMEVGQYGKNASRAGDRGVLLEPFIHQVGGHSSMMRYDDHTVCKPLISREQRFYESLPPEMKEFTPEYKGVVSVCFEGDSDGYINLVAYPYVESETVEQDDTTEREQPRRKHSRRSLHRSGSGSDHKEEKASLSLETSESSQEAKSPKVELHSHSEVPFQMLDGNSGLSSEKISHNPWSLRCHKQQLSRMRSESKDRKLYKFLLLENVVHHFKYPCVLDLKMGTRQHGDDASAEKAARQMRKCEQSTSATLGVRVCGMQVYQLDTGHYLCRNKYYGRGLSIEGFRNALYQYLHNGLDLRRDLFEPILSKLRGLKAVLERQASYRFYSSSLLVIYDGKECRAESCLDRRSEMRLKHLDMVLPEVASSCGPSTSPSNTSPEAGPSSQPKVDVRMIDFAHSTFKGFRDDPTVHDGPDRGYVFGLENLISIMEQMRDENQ
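ADP-Glo luminescence measures ADP made by human IP6K1 during a 2 h RT reaction with ATP/IP6 (mix at 1.3 mM/130 uM); top library doses 57.5 and 19.1 uM final.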
Luciferase inh = inhibitors of firefly (Photinus pyralis) luciferase; 76,000 compounds, 2.5% hits; P08659; purified P. pyralis luciferase, luminescence, biochemical; Potency, µM (top dose mostly 115 µM), inactives show at the top dose activity change, negative = inhibition, usual class: inhibitors; note: potency is the fitted concentration of half-maximal effect; nearly all actives have a fitted effect of over 65% in size
Target sequence (P08659 whole entry, looked up): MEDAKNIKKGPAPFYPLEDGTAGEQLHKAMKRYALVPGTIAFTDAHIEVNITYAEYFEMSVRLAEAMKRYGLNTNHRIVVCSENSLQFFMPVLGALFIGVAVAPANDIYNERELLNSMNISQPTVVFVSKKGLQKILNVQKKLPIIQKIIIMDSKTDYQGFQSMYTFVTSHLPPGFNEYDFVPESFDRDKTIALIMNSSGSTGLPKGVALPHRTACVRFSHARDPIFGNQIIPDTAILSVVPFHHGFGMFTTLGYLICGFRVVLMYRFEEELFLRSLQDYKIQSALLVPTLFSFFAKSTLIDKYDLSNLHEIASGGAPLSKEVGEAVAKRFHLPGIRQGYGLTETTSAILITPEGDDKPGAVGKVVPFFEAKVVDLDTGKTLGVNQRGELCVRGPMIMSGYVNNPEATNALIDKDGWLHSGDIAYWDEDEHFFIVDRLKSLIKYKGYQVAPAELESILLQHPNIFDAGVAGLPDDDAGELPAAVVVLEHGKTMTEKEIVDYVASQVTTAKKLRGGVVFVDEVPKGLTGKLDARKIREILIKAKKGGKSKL
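FLuc 10nM, D-luciferin 10uM, ATP 10uM, Mg acetate 10mM, Tris acetate pH 7.5, Tween/BSA; cpd qHTS; enzyme added last; CCD luminescence.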
SNCA expr inhib = SNCA gene expression inhibition. HEK-293 SNCA-luciferase knock-in, luminescence, 24 h. Potency, µM (series often up to 57.2 µM), inactives show at the top dose activity change, negative = inhibition, most hits filed as inhibitors. 140,000 compounds, 0.17% hits;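 note: potency is the fitted concentration of half-maximal effect; plate controls were DMSO cells for no effect and cell-free wells for full effect; nearly all actives have a fitted effect of over 45% in size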
HEK293 tox = HEK 293 cell cytotoxicity | HEK 293 viability, ATP luminescence (CellTiter-Glo), 48-72 h | Potency, µM (titrated, usually from 115 µM), inactives show top-dose activity change, negative = cytotoxicity, hits mostly inhibitors | 94,000 compounds, 6.6% hits | AID 1345083; note: potency is the fitted concentration of half-maximal effect; nearly all actives have a fitted effect of over 60% in size
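Luminescence from cellular ATP, measured with CellTiter-Glo, indicates HEK 293 viability. Cells plated at 250 cells/well are treated with compound for 48 or 72 hr at 37 degree Celsius before reagent addition.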
GPT2 inh = GPT2 alanine aminotransferase inhibition; Q8TD30; Recombinant GPT2, coupled pyruvate oxidase/HRP Amplex Red fluorescence; Potency, µM (titrated, usually from 57.7 µM), for the others: at the highest dose activity change, negative = inhibition, actives largely listed as inhibitors; 100,000 compounds, 0.25% hits; AID 1671188; note: potency is the fitted concentration of half-maximal effect; nearly all actives have a fitted effect of over 60% in size; many of its hits are not listed in these tables
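GPT2 10ng/uL, a-KG 250uM, L-Ala 2mM, HEPES pH7.5 + 0.0001% Tween; 30 min RT. Then Amplex mix (PO/HRP/ThPP), 30 min RT dark, fluorescence. AOA 50uM used as positive control.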
SNCA viab count = cell viability loss counter-screen | 150,000 compounds, 0.12% hits | HEK-293-SNCA-luc viability, GF-AFC fluorescence, 24 h | Potency, µM (highest dose often 57.1 µM), for the others: at the highest dose activity change, negative = cytotoxicity, actives largely listed as cytotoxic;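 note: potency is the fitted concentration of half-maximal effect; 0% = DMSO-treated cells and -100% = medium-only wells without cells; nearly all actives have a fitted effect of over 30% in size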
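Cytotoxicity counterscreen: after 24 h compound treatment of genome-edited SNCA-luciferase HEK-293 cells, live-cell protease substrate GF-AFC read by fluorescence after 30 min; activity scaled between DMSO (0%) and medium-only (-100%), curves Hill-fitted.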
* = called active by the depositor; i = inactive; ? = inconclusive; . = no result given; [ ] = dose if it differs, or a comment. Unless noted, calls come from the whole dose curve; as a rule, active = well fitted curve in the direction sought with a large enough effect; inconclusive = small, poorly fitted or top-dose-only effect, or another doubt; inactive = no such curve, though single readings can be large; an effect the other way counts as inactive or inconclusive. Unless noted, % is set by controls: 0 for no effect and ±100 for the full control effect. This is a subset; the hit share may differ from the screen's.

SMILES	NIH3T3 tox	IP6K1 inh	Luciferase inh	SNCA expr inhib	HEK293 tox	GPT2 inh	SNCA viab count
CC1=NOC2(CCCN(C(=O)c3ccccn3)C2)C1 (stereo not given)	i	3	.	5%[87.6 µM]	i	4%[88.5 µM]	4%[87.6 µM]
O=C(NCc1ccccc1)C1CCC(=O)N1C1CCNCC1 (stereo not given)	i	-8	7%	?	-11%	i	4%
Cc1cc(C(=O)Nc2ccc([C@H]3OCC(=O)N[C@@H]3CO)cc2)nn1C	-22%[138 µM]	-6	-17%[172 µM]	27%[87.6 µM]	-25%[172 µM]	1%[88.5 µM]	3%[87.6 µM]
CCOC(=O)c1ccc(N2C(=O)c3[nH]nc(-c4ccc(C)cc4)c3C2c2ccc(O)c(OCC)c2)cc1 (stereo not given)	.	6	.	?	.	.	-20%
Cc1cccnc1CNC(=O)[C@H]1C[C@@H](C(=O)O)N(C)[C@H]1c1cccc(Cl)c1	?	0	3%	-24%	?	3%	4%
CCCc1noc(-c2cccn3c(CNC(=O)c4cccnc4)nnc23)n1	-12%	15	12%	18%	1%	i	-1%
Cc1nn2c(N3CCC(O)C3)cc(-c3ccccc3)nc2c1C (stereo not given)	?	16	-3%	32%[activator]	-1%	?	14%
CC1CCn2c(nc3cc(C(=O)NCCc4ccccc4)ccc32)C1 (stereo not given)	.	4	.	-56%	.	.	1%
COc1ccccc1C(=O)NC1CCCc2c1[nH]c1c(Cl)cccc21 (stereo not given)	?	3	2%	16%	?	i	12%
O=C(NC1CCCCC1)C1CCN(C(=O)N2CC3CC(C2)[C@H]2CCCC(=O)N2C3)CC1 (stereo not given in full)	i	0	-6%	-7%	-5%	0%	3%
COc1cc2cc(CNc3ccccc3)c(=O)n(CC(=O)Nc3cc(C)cc(C)c3)c2cc1OC	.	-7	.	-2%	.	.	?
COCCNC(=O)CCc1cc2cc(OC)ccc2[nH]c1=O	i	28	-8%	-9%	20%	i	3%
COc1cccc(NC(=O)NC[C@H]2O[C@H](Cc3cc(CN4CCOCC4)on3)CC[C@@H]2O)c1	-27%	-1	-7%	-12%	-6%	i	2%
COc1ccc(-c2ccc3ncc(Nc4cccc(F)c4)n3n2)cn1	?	-7	?	32%[activator][87.6 µM]	63µM*	?	-16%[87.6 µM]
CCOc1ccccc1CNC(=O)c1ccc2c(c1)N(Cc1ccc(C)cc1)CCS2	.	0	.	-11%	.	.	-6%
O=C(NCCCc1ccccc1)c1cc2n(n1)CC(c1ccc3c(c1)OCO3)OC2 (stereo not given)	28µM*	3	-7%	-28%	?	5%	-1%
CC(=O)Nc1ccc2nc(NC(=O)CS(=O)(=O)c3ccc(C)cc3)sc2c1	.	18	.	-17%	.	.	5%
COc1cccc(N2CC(NC(=O)c3ccc4c(c3)OCO4)CC2=O)c1 (stereo not given)	.	0	.	-10%	.	.	-18%
O=S(=O)(Nc1ccc(Cl)cc1)c1cccc(S(=O)(=O)c2ccc(Cl)c(Cl)c2)c1	.	9	.	?	.	.	6%
O=C(Nc1ccccc1)c1nc2c(o1)CCN(Cc1cccs1)CC2	?	-17	?	11µM*	?	5%[88.5 µM]	-2%[87.6 µM]
O=C(c1ccco1)N1CCCCC1c1nc(C2CC2)n[nH]1 (stereo not given)	0%	4	-4%	12%	15%	-6%	5%
O=C1Nc2ccccc2CC12CN(Cc1c[nH]c3ccccc13)C2	?	10	.	25%	-26%	i	-13%
Cc1cccn2c(=O)c3cc(C(=O)NC(C)C)n(C)c3nc12	.	23	.	51%[activator]	.	.	?
O=C(CNC(=O)c1cnccn1)NC1CCCc2c1[nH]c1c(Cl)cccc21 (stereo not given)	4%	-6	1%	0%	?	i	8%
CCC(C(=O)NCCC(C)C)N(C(=O)Cn1nnc(-c2ccc(C)cc2)n1)c1cccc(O)c1 (stereo not given)	.	-20	.	?	.	.	?
CCOc1ccc(S(=O)(=O)N2CCN(C3(CC)CCN(S(C)(=O)=O)C3)CC2)cc1 (stereo not given)	-17%	-14	4%	-11%	?	1%	3%
CC(C)(C)c1ccc(NC(=O)CSc2nnc3scc(-c4ccccc4)n23)cc1	.	25	.	-25%	.	.	-9%
Cc1ccc(C(=O)N2CCCC(n3cc(-c4nc(C(C)C)no4)nn3)C2)s1 (stereo not given)	-7%	14	0%	20%	-5%	i	8%
O=C(NC1CCCCC1)C1CN(S(=O)(=O)c2cc(F)ccc2F)CC12CCOCC2 (stereo not given)	-17%	0	3%	-14%	4%	i	-5%
COc1ccccc1C(CC(=O)NCC(C)C)c1cn(C)c2ccccc12 (stereo not given)	-11%	3	-4%	0%	?	i	-1%
O=C1CC2CCCC(C1)N2C(=O)c1ccc(Cl)cc1	-22%[138 µM]	35	-10%[172 µM]	8%[87.6 µM]	?	i	8%[87.6 µM]
COc1cccc(CNC(=O)Cn2ccc3cc(S(=O)(=O)N4CCC(C)CC4)ccc32)c1	.	0	.	13%	.	.	10%
CN(C)S(=O)(=O)c1ccc(C(=O)N(Cc2cccnc2)c2nc3c(F)cc(F)cc3s2)cc1	.	4	.	53%[activator]	.	.	18%
CCc1ccc(NC(=O)C2CCN(S(=O)(=O)c3cccc(-c4noc(C)n4)c3)CC2)cc1	.	22	.	-23%	.	.	8%
COCCNC(=O)C1CCCN1c1nccc(Nc2ccc(C)cc2)n1 (stereo not given)	-31%	7	.	5%	?	i	-4%[12.5 µM]
O=C(NCc1ccncc1)c1cn(C2CNC2)nn1	-5%	5	-2%	-9%	-15%	-6%	?
CCOC(=O)c1ccccc1NC(=O)N(C(C)C)C1CCN(C(C)=O)CC1	.	-9	.	-15%	.	.	6%
Cc1ccc(-n2nc3c(N4CCCC(C(=O)NCCc5ccccc5)C4)nnc(C)c3c2C)cc1 (stereo not given)	.	-4	.	18%	.	.	?
COC1=C2C[C@@H](C)C[C@H](OC)[C@@H](O)[C@@H](C)C=C(C)[C@H](OC(N)=O)[C@@H](OC)C=CC=C(C)C(=O)NC(=CC1=O)C2=O	.	.	.	?	.	?	?
COc1cc(OC)cc(C(=O)N2CCCC3(C2)NC(=O)N(Cc2ccc(C)cc2)C3=O)c1 (stereo not given)	?	1	-4%	17%	?	i	12%
COCCc1nncn1C1CCN(C(=O)c2cccc(Br)c2)CC1	?	3	5%	-11%	16%	2%	2%
Cc1ccc(S(=O)(=O)N2CCN(C3CCN(CCC(C)C)C3=O)CC2)cc1Cl (stereo not given)	?	30	14%	?	?	-2%	-12%
CN1C(=O)c2cccn2CC1C(=O)Nc1ccccc1 (stereo not given)	3%	-6	.	-11%	i	i	13%
COc1ccc(-c2cc(C(=O)N3CCN(c4ncccn4)CC3)c3cnn(C)c3n2)cc1	?	-3	.	.	40µM*	.	.
COc1ccc(CN2CC3(CCN(C(=O)c4ccnn4C)CC3)C2=O)cc1	4%	-6	.	10%	i	i	7%
CCOC(=O)c1ccc(NC(=O)C(=O)NCCc2ccc(OC)cc2)cc1	.	-7	.	44%[activator]	.	.	-9%
Cc1ccc(CNC(=O)c2nnn3cc(-c4ccc(F)cc4)[nH]c(=O)c23)cc1	?	-5	-2%	?	?	i	5%
COc1ccc(CCC(=O)N2CCC(Cc3nc(-c4ccc(OC)cc4)no3)CC2)cc1	?	-2	0%	?	?	i	-28%
COc1ccccc1C1NC(=O)c2n[nH]c(-c3cccs3)c21 (stereo not given)	.	-16	.	-1%	.	.	-30%
Cn1nccc1CN1CCCC(c2nn(-c3ccc(Cl)cc3)c(=O)[nH]2)C1 (stereo not given)	?	13	-10%	3%	?	i	-20%

(listing goes on)
SMILES	NIH3T3 tox	IP6K1 inh	Luciferase inh	SNCA expr inhib	HEK293 tox	GPT2 inh	SNCA viab count
COc1cccc(OCc2nc(C(=O)N(C)Cc3cccnc3)co2)c1	-4%	-11	7%	24%	i	2%	0%
O=C1NC(=O)C(=Cc2cccc(C(F)(F)F)c2)S1	.	.	.	5%	.	0%	12%
CNC(=O)C1CCN(c2nccc(Nc3ccc(C)cc3)n2)CC1	?	-10	.	59%[activator][87.6 µM]	?	-19%[88.5 µM]	1%[12.5 µM]
COC(=O)c1cn([C@H]2CO[C@H]3[C@@H]2OC[C@@H]3NC(=O)c2ccc(N(C)C)cc2)nn1	-26%[138 µM]	10	10%[172 µM]	29%[87.6 µM]	-8%[172 µM]	i	3%[87.6 µM]
CNC(=O)CC1CCOC2(CCN(C(=O)Cn3nc(C(F)(F)F)cc3C)CC2)C1 (stereo not given)	i	16	1%	7%	-8%	i	12%
CCOc1ccc(NC(=O)c2cnc(N3CCCCC3)c3ccccc23)cc1	.	8	.	25%	.	.	-2%
O=C(c1ccc2c(c1)CCN2S(=O)(=O)c1ccccc1)N1CCN(c2ccc(F)cc2)CC1	.	-11	.	-13%	.	.	1%
c1coc(-c2ccnc3ncnn23)c1	i	9	-7%	3%	9%	-1%	12%
Nc1ncccc1CN1CCC2(CC1)CC(c1ccccc1)C(=O)N(C1CC1)C2 (stereo not given)	-17%	12	10%	-8%	-24%	-1%	-14%
COc1ccc(CCC(=O)NCc2nnc3c(-c4nc(C5CC5)no4)cccn23)cc1	-10%	1	-6%	-27%	0%	i	0%
COc1ccccc1Cc1nc2ccccc2[nH]c1=O	.	-1	.	26%	.	.	18%
Cn1nccc1CN1CCCC2(CN[S+](=O)([O-])c3ccccc3N2)C1 (stereo not given)	-8%	22	-1%	-9%	-1%	i	-2%
